eIF4E 4G PPI = eIF4E/eIF4G interaction inhibition in translation initiation; P63073+Q04637; TR-FRET eIF4E-eIF4GI(517-606) binding, 2 h; inhibition, % at 21.7 µM; hit rate 0.37% among 220,000; AID 782;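 active = inhibition above about 30%, limit read from the data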;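 also: 0% = full FRET control wells and 100% = background wells lacking eIF4GI fragment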
14-3-3 Bad PPI = disrupts binding of bovine 14-3-3 zeta to phospho-Bad peptide. inhibition, % at 21.7 µM. TR-FRET 14-3-3zeta/Dy647-pBad peptide displacement, 1 h. P63103. hit rate 0.71% among 220,000;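 active = inhibition above about 70%, limit read from the data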;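 also: 0% = full 14-3-3 plus peptide FRET controls and 100% = background without 14-3-3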
Target sequence (P63103 whole entry, looked up): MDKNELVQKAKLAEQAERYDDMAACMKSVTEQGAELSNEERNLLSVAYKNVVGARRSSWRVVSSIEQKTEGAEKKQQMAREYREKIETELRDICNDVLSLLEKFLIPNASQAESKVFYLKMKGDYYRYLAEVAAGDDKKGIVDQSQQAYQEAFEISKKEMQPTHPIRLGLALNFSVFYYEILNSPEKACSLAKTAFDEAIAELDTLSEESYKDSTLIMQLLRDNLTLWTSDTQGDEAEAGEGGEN
L929 necroptosis = L929 zVAD cell death inhibition | viability rescue, % at 10 µM | hit rate 0.38% among 220,000 | L929 zVAD necroptosis rescue, ATP luminescence, 24 h; with zVAD 60 µM;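 active = activation, scaled between plate controls, above about 75%, limit read from the data; inactive = activation under that limit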;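 also: 0% = zVAD with DMSO and 100% = DMSO alone without zVAD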
PGE2 EP2 inh = blocks the human prostaglandin E2 receptor EP2 | C6 glioma cells expressing human EP2, cAMP TR-FRET; cells stimulated with saturating PGE2 | hit rate 0.52% among 260,000 | AID 1422 | P43116 | inhibition, % at 25 µM;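 active = percent inhibition above 40 after rounding to a whole number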;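 also: rat C6 glioma host cells with rolipram phosphodiesterase inhibitor present; the protocol text gives 20 µM as final concentration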
Calpain2 inh = inhibitors of pig calpain II | purified calpain II, fluorogenic peptide substrate, 30 min | inhibition, % at 16 µM | hit rate 0.37% among 220,000 | AID 1236;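 active = inhibition above about 50%, limit read from the data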
Rad51 HR inh = blocks human Rad51 in homologous recombination; Q06609; hRad51 DNA strand exchange, fluorescence dequenching; inhibition, % at 10 µM; hit rate 0.085% among 200,000; AID 1385;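 active = inhibition above 40% at the single screening dose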;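 also: 0% = DMSO control wells and 100% = blanks with heterologous ssDNA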
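Test system: preformed human Rad51 ssDNA filaments; also added: Donor/quencher-labelled 47-bp dsDNA substrate; doses: 10 µM final, single point; times: 37 °C 15-min filament assembly, 30-min compound preincubation, 15-min exchange; detection: FRET fluorescence dequenching, excitation 485 nm, emission 520 nm; read-out basis: Fluorescence-based percent inhibition, control- and blank-normalised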
EP2 modulator = modulates human prostaglandin E2 receptor EP2 signaling | P43116 | EP2-expressing cells, cAMP HTRF FRET, PGE2 co-stimulation | induction, % at 25 µM | hit rate 0.83% among 260,000;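 active = compounds whose cAMP rise, as percent of the full-agonist control response, exceeds 60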;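 also: rat C6 glioma line stably carrying human EP2 under a CMV promoter; the protocol text gives 20 µM as final concentration; 100% = response of wells given 1 µM PGE2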
Hck-Nef inh = human Hck-Nef kinase inhibition; Recombinant Hck-YEEI plus Nef, Z-Lyte FRET kinase assay; inhibition, % at 20 µM; hit rate 0.68% among 220,000;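 active = Hck-Nef kinase inhibition above about 50%, limit read from the data; inactive = inhibition below that limit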;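 also: 0% = DMSO with Hck plus Nef and 100% = Hck alone without Nef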
Target sequence (P08631 whole entry, looked up): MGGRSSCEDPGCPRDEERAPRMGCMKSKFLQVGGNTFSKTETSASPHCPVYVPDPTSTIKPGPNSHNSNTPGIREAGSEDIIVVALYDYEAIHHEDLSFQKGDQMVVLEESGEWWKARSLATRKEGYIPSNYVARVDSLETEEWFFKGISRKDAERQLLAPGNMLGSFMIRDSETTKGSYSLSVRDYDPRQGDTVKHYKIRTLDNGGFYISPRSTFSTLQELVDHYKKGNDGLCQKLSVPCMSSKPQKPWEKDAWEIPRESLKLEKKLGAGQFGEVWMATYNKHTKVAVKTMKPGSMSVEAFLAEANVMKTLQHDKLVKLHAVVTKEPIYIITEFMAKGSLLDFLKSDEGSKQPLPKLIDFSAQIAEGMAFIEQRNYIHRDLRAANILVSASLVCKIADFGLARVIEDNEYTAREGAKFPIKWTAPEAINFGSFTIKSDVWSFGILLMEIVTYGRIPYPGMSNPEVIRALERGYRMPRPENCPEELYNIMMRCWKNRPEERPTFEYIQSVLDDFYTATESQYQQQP
Tb hexokinase = blocks Trypanosoma brucei hexokinase 1 activity | hit rate 0.11% among 220,000 | inhibition, % at 10 µM | AID 1430 | recombinant TbHK1, G6PDH-coupled NADH A340;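 active = inhibition of 50% or more in the single-dose primary screen; inactive = inhibition below 50%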
An asterisk follows results filed as active; nt = no result given; & = joins results of further samples; [ ] = another dose, or the depositor's remark. Not all compounds are listed, so the mix of outcomes need not match the whole.

SMILES	eIF4E 4G PPI	14-3-3 Bad PPI	L929 necroptosis	PGE2 EP2 inh	Calpain2 inh	Rad51 HR inh	EP2 modulator	Hck-Nef inh	Tb hexokinase
Cc1ccc(-n2c(C)cc(/C=C3/C(=O)NC(=O)N(Cc4ccco4)C3=O)c2C)cc1	1[fluorescence artefact?]	-16	0.3	14	-48	-12	44	-1	2
O=C(COc1ccccc1)N1CCN(CCN2C(=O)c3cccc4cccc(c34)C2=O)CC1	-1	8	0.2	14	-2	6	-58	1	-30
c1ccc2sc(NC3=NCCN3)nc2c1	4[fluorescence artefact?]	-6[fluorescence artefact?]	nt	7	-10	nt	22	-8	4
CC[N+]12CCC(CC1)C(C(O)(c1ccccc1)c1ccccc1)C2 (stereo not drawn)	1	-5	-0.6	10	-2	nt	2	13	-2
COc1ccc(C(=O)C2CCCN(Cc3cccc(C)n3)C2)c(OC)c1 (stereo not drawn)	-5	0	0.1	7	-16	nt	21	-5	-5
COc1ccc(N2C(=O)NC(=O)/C(=C/c3cccc(OC(=O)c4cccs4)c3)C2=O)cc1Cl	5	-10[fluorescence artefact?]	0.7	5	-11	-3	-10	1	35
CC(C)NS(=O)(=O)c1ccc(OCC(=O)N2CCN(C)CC2)cc1	2	-2	0.0	4	-11	-2	-17	0	-3
CCCCOP(=O)(CN1CCOCC1)OCCCC	-8	5	0.1	18	9	-2	-41	1	1
COc1ccccc1/C=N/N=C(/N)N[N+](=O)[O-]	5[fluorescence artefact?]	-1	0.0	11	5	1	12	3	-50
CN1CCC(n2nccc2N)CC1	-1	0	0.1	13	-8	-6	10	0	6
N/C(=N\[N+](=O)[O-])NCCCC(NC(=O)CNC(=O)c1ccccc1)C(=O)O (stereo not drawn)	2	-9	0.3	10	17	nt	14	20	4
CCN(CC)P(=O)(Oc1ccccc1)Oc1ccccc1	3	4	-0.1	9	11	9	17	4	-8

Whole records, quoted from the list. Order of values: eIF4E 4G PPI | 14-3-3 Bad PPI | L929 necroptosis | PGE2 EP2 inh | Calpain2 inh | Rad51 HR inh | EP2 modulator | Hck-Nef inh | Tb hexokinase
CN1CCC(n2nccc2N)CC1 across the screens: -1 | 0 | 0.1 | 13 | -8 | -6 | 10 | 0 | 6
COc1ccc(N2C(=O)NC(=O)/C(=C/c3cccc(OC(=O)c4cccs4)c3)C2=O)cc1Cl across the screens: 5 | -10[fluorescence artefact?] | 0.7 | 5 | -11 | -3 | -10 | 1 | 35
COc1ccccc1/C=N/N=C(/N)N[N+](=O)[O-] across the screens: 5[fluorescence artefact?] | -1 | 0.0 | 11 | 5 | 1 | 12 | 3 | -50

Remaining list, next part:
SMILES	eIF4E 4G PPI	14-3-3 Bad PPI	L929 necroptosis	PGE2 EP2 inh	Calpain2 inh	Rad51 HR inh	EP2 modulator	Hck-Nef inh	Tb hexokinase
O=C(c1ccc(Cl)cc1)C1CCCN(Cc2cccc3cccnc23)C1 (stereo not drawn)	3	12	-2.9	8	23	-1	-49	17	7
Cc1ccc(N/N=C/c2c(O)n(-c3ccccc3)c(=O)[nH]c2=O)cc1	-5	-14	-0.5	4	-5	-2	-32	31	-9
CCOC(=O)c1sc(N=Nc2c(O)[nH]c(=O)[nH]c2=O)c(C(=O)OCC)c1C	0	6[fluorescence artefact?]	0.2	7	-7	1	11	-3	25
Cn1cccc1/C=C1\C(=O)NC(=O)N(Cc2ccccc2)C1=O	-6	-1	0.2	7	-33	-35	-12	32	-1
C=C1C(=O)O[C@@H]2C[C@@H](C)[C@@H]3C4OC4C(=O)[C@@]3(C)[C@@H](O)[C@H]12 (stereo partly drawn)	-2	-8	67	8	-27	-12	-38	30	-7
COc1ccc(C2(C#N)CCN(C)CC2)cc1	-4	5	0.3	10&10	-5	nt	9&3	3	-3
CC(=O)O[C@@H]1[C@H]2CC[C@@H]3[C@]1(C[C@@H](OC(C)=O)[C@@]1(O)C([C@@H]4O[C@@H]4C1(C)C)[C@]3(C)O)C[C@@]2(C)O (stereo partly drawn)	-2	-1	3.3	6	-8	-10	20	-4	2
O=C1NC(=O)C(=Cc2coc3ccccc3c2=O)C(=O)N1	1	-5	1.6	8	-2	1	37	97*	-19
CN1C[C@H](CO)C=C2c3cccc4[nH]cc(c34)C[C@H]21	7	11	-0.1	nt	-383	nt	-27	1	-13
CC(C)COP(=O)(OCC(C)C)C(O)c1cccnc1 (stereo not drawn)	-2[fluorescence artefact?]	-18	0.8	11	4	nt	18	2	19
COCCOC(=O)C1=C(N)Oc2c(c(=O)oc3ccccc23)C1c1ccncc1 (stereo not drawn)	0	0	0.0	10	-4	2	6	-2	5
CN1C(=O)C(=Cc2ccc(N(C)C)c([N+](=O)[O-])c2)C(=O)N(C)C1=O	1	-14	3.0	6	-32	7	-26	29	-50
CCOC(=O)c1c(NC(NC(=O)CF)C(Cl)(Cl)Cl)sc2c1CCCC2 (stereo not drawn)	4	5	4.0	8	5	-6	15	3	-4
Cc1ccc2c(c1)C1CN(C)CCC1N2C(=O)c1cn(-c2ccccc2)nc1-c1ccccc1 (stereo not drawn)	-2	1	0.4	7	2	1	3	18	-3
Cn1cccc1/C=C1\C(=O)NC(=O)N(Cc2ccco2)C1=O	10	-2	-1.1	4	-17	-4	-36	37	11
CC(C)c1ccc(N=Nc2c(O)[nH]c(=O)[nH]c2=O)cc1	-5	-6	-0.1	9	-20	10	-16	27	-11
C(#CCN1CCCCC1)COCc1ccccc1	1	8	-0.6	11	-7	4	-7	17	0
COc1cc(C2SCC(=O)Nc3c2c(C)nn3-c2ccccc2)cc(OC)c1OC (stereo not drawn)	-17	-7	0.5	11	12	2	10	-1	-3
Cc1ccc2c(c1)C(c1ccccc1)NCC(=O)N2 (stereo not drawn)	1	0	-0.3	14	10	11	28	-2	28
COc1ccc(CCNCc2ccc(C)s2)cc1OC	-5	-1	1.2	6	-4	11	16	-4	-2
Cc1nn(C)c(C)c1/C=C1/CC2C3CC=C4CC(O)CCC4(C)C3CCC2(C)C1=O (stereo not drawn)	-2	7[fluorescence artefact?]	-0.2	3	8	-7	35	1	-20
CCCCCn1c(=O)c(C(=O)Nc2cnccn2)c(O)c2ccccc21	2	0	1.5	1	-188	-91	-3	18	-26
CCCCn1c(O)c(C(=O)/C=C/c2ccc3c(c2)OCO3)c(=O)[nH]c1=O	-1	-7	1.2	8	4	-41	-25	9	-8
CCOC(=O)C(NC(=O)CCl)(Nc1ccc(C(O)(C(=O)OCC)C(F)(F)F)cc1)C(F)(F)F (stereo not drawn)	0	-9	2.0	5	10	-7	17	2	1
Cc1ccccc1C1=NCC(=O)N(CC(=O)N2CCCCC2)c2sc(C)c(C)c21	-5[fluorescence artefact?]	-6	0.7	6&1	-61	7	-12&30	0	-4
CCOC(=O)C1(CCOc2ccccc2)CCN(Cc2ccc(C)s2)CC1	2	-7	0.0	8	9	nt	-27	19	0
CCCCOc1ccc(CC2C(=O)N(C)C(=O)N(C)C2=O)cc1	-13	29	-0.1	8	-14	-7	-15	4	3
C/C(=N\N1CCN(C)CC1)c1c(O)[nH]c(=O)[nH]c1=O	17	-3	-0.2	2	-7	6	31	6	-2
O=C(O)c1[nH]c(=O)[nH]c(=O)c1F	-3	-21	0.9	10	9	13	5	17	-7
CC(C)CN(CC(C)C)c1ccc(C=C2C(=O)NC(=S)NC2=O)cc1[N+](=O)[O-]	62*[fluorescence artefact?]	65[fluorescence artefact?]	0.2	7	-61	-6	-9	2	-5
CSc1ccccc1C(=O)C1CCCN(Cc2ccn[nH]2)C1 (stereo not drawn)	-2	-6	0.6	7	-19	3	-15	17	-5
CCOC(=O)c1c(N)n(CCCOC(=O)c2ccco2)c2nc3ccccc3nc12	nt	nt	-0.1	17	nt	10	nt	30	-10
COc1ccc(N2C(=O)NC(=O)/C(=C/c3ccc(N4CCOCC4)cc3)C2=O)cc1	5	6	-0.1	5	32	-7	-67	3	-38
Cc1nn(CCC#N)c2c1P(=S)(N1CCCC1)OC(c1ccc(F)cc1)=N2 (stereo not drawn)	32*	2	-0.2	5	3	-7	42	-2	-10
COc1ccccc1OCC(=O)Nc1ccc(Cl)cc1C(=O)c1ccccc1	2	15	-0.4	8	-10	7	38	0	-4
Cc1nn(-c2ccccc2)c(Cl)c1C1C(C#N)=C(N)Oc2c1c(=O)oc1ccccc21 (stereo not drawn)	5[fluorescence artefact?]	-1[fluorescence artefact?]	5.4	13	-85	5	-15	2	-3
O=C(N/N=C/c1c(O)n(-c2ccccc2)c(=S)[nH]c1=O)c1ccccc1	-4	-6	0.9	7	-15	15	-13	15	-22
CCOC(=O)C(O)(c1ccc(NC(=O)c2ccco2)c(OC)c1)C(F)(F)F (stereo not drawn)	3[fluorescence artefact?]	-13[fluorescence artefact?]	0.9	6	-22	-5	20	1	-3
CCn1cc(C(=O)N2CCCCC2)c2ccccc21	1	-8	0.3	5	-6	-5	23	1	3
CCOCCCNC(=O)C1c2cc(OC)c(OC)cc2C(=O)N2CCCCC12 (stereo not drawn)	1	1	nt	6	-6	nt	2	2	-1
Cn1c(=O)c2c(nc(N/N=C/c3c(O)n(-c4ccccc4)c(=S)[nH]c3=O)n2C)n(C)c1=O	2	-14	0.6	-1	14	-5	24	0	-11
CCNC(=O)NC(=O)C(C)OC(=O)c1c(C)nn(Cc2ccccc2)c1Cl (stereo not drawn)	3	10[fluorescence artefact?]	1.5	4	7	-5	12	3	0
CCCCC(CC)COCCCN=Cc1c(O)[nH]c(=S)[nH]c1=O (stereo not drawn)	7	-1	-0.7	4	36	1	-35	9	-50
Cc1cc(/C=C2/C(=O)NC(=O)N(Cc3ccco3)C2=O)c(C)n1-c1ccccc1O	7	8	0.8	5	24	-3	-19	11	-17
COc1cc2c(cc1OC)C13CCN4CC5=CCOC6CC(=O)N2C1C6C5CC43 (stereo not drawn) (tested in a mixture with another compound)	0	-5	0.3	10	-17	-7	8	10	1
CC(=O)c1c(O)n(-c2cccc(Cl)c2)c(=O)[nH]c1=O (tested in a mixture with another compound)	-3	-2	-0.1	7	-4	-55	51	9	-10
CCN1C(=O)CC(c2cccnc2)=Nc2ccccc21	3	-2	9.0	4	-13	29	2	12	-12
Cn1c(O)c(C(=Nc2ccccc2)SCc2ccc(Cl)cc2)c(=O)n(C)c1=O	-7	8	0.4	3	-11	-438	25	28	-7
CNC(=O)OCCc1nccn1C	0	-15	0.4	10	-6	-2	18	2	33
CCCCCP(=O)(O)c1ccccc1	3[fluorescence artefact?]	25	1.1	6	-13	-1	22	1	6
COc1cc(C(c2c(O)c3ccccc3oc2=O)c2c(C)n(C)n(-c3ccccc3)c2=O)ccc1O (stereo not drawn)	15	-16	0.2	3	-12	5	21	5	29
O=c1c2ccccc2nc(-c2ccc(Cl)cc2Cl)n1-c1nccs1	-4	-21	-0.3	14	-12	nt	35	3	29
Cc1ccc(S(=O)(=O)NC(CC(=O)N2CCC3(CC2)OCCO3)c2ccco2)cc1 (stereo not drawn)	-7	-21	0.0	16	22	6	9	3	10
CCCc1nnc(NC(=O)CCC(=O)N2CCN(CCOC(c3ccccc3)c3ccccc3)CC2)s1	1	-1[fluorescence artefact?]	1.0	6	-28	-4	20	-1	-17
Cc1ccc2cccc(OC(=O)N3CCCC3)c2n1	-4[fluorescence artefact?]	-9[fluorescence artefact?]	0.1	-1	-16	7	-6	7	5
CCCCn1c(=O)c(C(=O)Nc2ccsc2C(=O)OC)c(O)c2ccccc21	20[fluorescence artefact?]	-8	1.0	7	-370	-2	18	12	-19
O=C1NC(=O)C(=Cc2ccccc2OCCOc2ccc([N+](=O)[O-])cc2)C(=O)N1	8	-4	4.0	13	-47	1	0	26	-13
